# D1 ag: Allosteric Agonists of the Human D1 Dopamine Receptor: qHTS; D(1A) dopamine receptor (Homo sapiens), P21728; HEK293 T-REx D1 cells, calcium flux, agonist mode; activation, % at 2 µM; hit rate 1% among 360,000; also: 0% is about no effect
#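 Inducible HEK293 T-REx D1 cells, force-coupled to calcium signalling, were plated at 4000 cells/well with tetracycline and held overnight at 30 C. After no-wash calcium dye loading, compound-evoked calcium rise over 180 s flagged agonists.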
# RXFP1 antagonist: qHTS Assay for Antagonists of the Relaxin Receptor RXFP1; Relaxin receptor 1 (Homo sapiens), Q9HBX9; HEK293-RXFP1, relaxin-stimulated cAMP HTRF, 30 min; stronger effect = lower value; activity change, negative = inhibition, % at 57.5 µM; hit rate 0.59% among 350,000; AID 1259400, 2018;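 active = activity change of -60% or lower, but not beyond a set lower limit; inconclusive = change between -60% and -40%, or beyond the set limit; inactive = change above -40%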; also: % is scaled to controls: 0 for no effect and ±100 for the full control effect
# D1 potentiator: Potentiators of Human D1 Dopamine Receptor: qHTS. potentiation, % at 10 µM. hit rate 0.036% among 360,000. D(1A) dopamine receptor (Homo sapiens), P21728. HEK293 TREx D1 cells, calcium flux, dopamine EC20 potentiation; in the data active = potentiation above about 30%; also: 0% is about no effect
# D2 ag: HTS Assay for Allosteric Agonists of the Human D2 Dopamine Receptor: Primary Screen for Agonists; HEK293 T-REx D2 cells, calcium flux agonist mode; activation, % at 2 µM; hit rate 0.53% among 340,000; AID 485358, 2010;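 active = activation over 3 SD above normal in the single-dose calcium agonist read, cut at about 30% in these data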; also: 0% is about no effect
# Target sequence (P14416 whole entry, looked up): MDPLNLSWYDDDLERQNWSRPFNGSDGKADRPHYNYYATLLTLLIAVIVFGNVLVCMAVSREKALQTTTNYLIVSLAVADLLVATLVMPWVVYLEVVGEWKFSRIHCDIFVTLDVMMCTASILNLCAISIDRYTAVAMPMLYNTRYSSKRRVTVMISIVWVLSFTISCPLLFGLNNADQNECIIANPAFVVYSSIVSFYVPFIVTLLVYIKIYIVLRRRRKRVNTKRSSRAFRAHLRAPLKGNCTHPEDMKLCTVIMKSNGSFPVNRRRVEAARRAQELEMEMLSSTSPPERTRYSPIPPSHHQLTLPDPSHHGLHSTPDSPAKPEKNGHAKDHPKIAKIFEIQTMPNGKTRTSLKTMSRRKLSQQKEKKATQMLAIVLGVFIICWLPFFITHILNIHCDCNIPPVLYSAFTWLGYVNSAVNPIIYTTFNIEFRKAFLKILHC
#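 In this primary screen, compounds producing a positive calcium signal within 180 s of addition to tetracycline-induced, force-coupled HEK293 Trex D2 cells are flagged; cells are dye-loaded with a no-wash calcium kit beforehand.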
# D2 antagonist: HTS Assay for Allosteric Antagonists of the Human D2 Dopamine Receptor: Primary Screen for Antagonists; D(2) dopamine receptor (Homo sapiens), P14416; HEK293 TREx D2 cells, calcium flux, dopamine EC80; inhibition, % at 10 µM; hit rate 2% among 340,000; in the data active = inhibition above about 30%; also: 0% is about no effect
#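 Read-out: kinetic calcium fluorescence (1 cycle/s) in inducible HEK293 T-REx D2 cells after an EC80 dopamine addition that followed 180 s compound preincubation. Loss of the dopamine response indicates antagonism.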
# TRHR ag: qHTS for Small Molecule Agonists and Allosteric Enhancers of Human TRH Receptor: Primary Screen for Agonists | TRHR cells, calcium flux fluo-8, FDSS agonist mode | Thyrotropin-releasing hormone receptor (Homo sapiens), P34981 | hit rate 0.18% among 360,000 | AID 493084, 2011 | activation, % at 2 µM; also: 0% is about no effect
# Target sequence (P34981 whole entry, looked up): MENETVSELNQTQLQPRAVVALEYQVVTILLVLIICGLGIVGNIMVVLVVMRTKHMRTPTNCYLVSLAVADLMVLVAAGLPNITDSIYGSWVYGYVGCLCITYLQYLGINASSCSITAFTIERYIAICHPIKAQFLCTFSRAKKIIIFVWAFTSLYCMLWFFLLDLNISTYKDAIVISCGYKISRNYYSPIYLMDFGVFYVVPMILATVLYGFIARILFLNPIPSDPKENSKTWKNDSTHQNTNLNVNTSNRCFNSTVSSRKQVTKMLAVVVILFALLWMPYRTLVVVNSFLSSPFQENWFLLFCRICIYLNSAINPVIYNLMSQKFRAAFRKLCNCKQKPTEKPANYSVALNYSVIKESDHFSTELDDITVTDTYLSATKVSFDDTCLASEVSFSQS
#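 Steps: seed TRHR cells overnight; add fluo-8 no-wash Ca dye, RT 30 min–1.5 h; record 10 s baseline; pin-transfer compounds; monitor fluorescence 1 cycle/s for the agonist window. Calcium increases flag candidate agonists.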
# TRHR enhancer: qHTS for Small Molecule Agonists and Allosteric Enhancers of Human TRH Receptor: Primary Screen for Enhancers. Thyrotropin-releasing hormone receptor (Homo sapiens), P34981. TRHR cells, fluo-8 calcium fluorescence, EC20 TRH enhancement. enhancement, % at 2 µM. hit rate 0.66% among 360,000; in the data active = enhancement above about 30%; also: 0% is about no effect
#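 Enhancer read-out: after compound pinning and an initial kinetic agonist-mode read, an EC20 of TRH (10 nM final) was injected and fluo-8 calcium signal (Ex 480/Em 530) followed at 1 s/cycle for 100 cycles in TRHR-expressing cells.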
# D1 antagonist: Antagonist of Human D 1 Dopamine Receptor: qHTS; D(1A) dopamine receptor (Homo sapiens), P21728; HEK293 TREx D1 cells, calcium flux, dopamine EC80; stronger effect = lower value; activity change, negative = inhibition, % at 10 µM; hit rate 3.2% among 360,000; AID 504652, 2011; in the data active = activity change below about -30%; also: % is scaled to controls: 0 for no effect and ±100 for the full control effect
#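 Using tetracycline-induced force-coupled D1 Hek293 cells and a calcium dye, signals were followed for 180 s after compound, then for 180 s after EC80 dopamine, to detect inhibitors.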
# D2 potentiator: HTS Assay for Positive Allosteric Modulators of the Human D2 Dopamine Receptor: Primary Screen for Potentiators; AID 485347, 2010; hit rate 0.34% among 340,000; potentiation, % at 10 µM; HEK293 T-REx D2, calcium flux, EC20 dopamine potentiation; D(2) dopamine receptor (Homo sapiens), P14416;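 active = potentiation over 3 SD above the plate norm, cut at about 30% in these data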; also: 0% is about no effect
#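 Potentiation of an EC20 dopamine calcium response measured kinetically over 180 s, after a preceding 180 s compound-only read flagging agonists. Cells: inducible Hek293 Trex D2 line, 4000/well, cultured overnight at 30 C before dye loading.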
# The depositor's hits bear a star; ? = inconclusive; nt = no result given. Rule as the data show it, unless noted: active = activation above about 30%; inactive = the rest.
SMILES,D1 ag,RXFP1 antagonist,D1 potentiator,D2 ag,D2 antagonist,TRHR ag,TRHR enhancer,D1 antagonist,D2 potentiator
COc1ccc(CCNC(=O)c2ccc(CS(=O)(=O)c3ccc(Cl)cc3)o2)cc1OC,10,6,-2,1.0,-7,-0.3,-8,-2,2
O=C(Nc1nc2ccc(F)cc2s1)C1=COCCO1,8,-2,4,-0.3,9,0.7,-2,-2,-7
O=C(c1ccc2c(c1)N(Cc1ccc(F)cc1)CCS2)N1CCOCC1,5,-17,-1,-0.3,3,-0.3,-8,1,16
CCOC(=O)N1CCN(C(=O)c2ccc3oc(CCCc4ccccc4)nc3c2)CC1,7,3,2,-1.3,13,-2.7,0,8,0
Cn1c(SCc2c(Cl)cccc2Cl)nnc1-c1cccs1,2,-5,-5,0.1,-1,-1.1,-11,-7,-2
Cc1ccc(S(=O)(=O)CCC(=O)OCc2ccc(Cl)cc2)cc1,4,-9,-8,-1.2,-2,0.0,4,2,17
Cc1ccc(/C=C/C(=O)Nc2sc(C)c(C)c2C(=O)OC(C)C)o1,1,-13,6,2.4,-14,0.2,4,-2,3
O=c1c2cc(NC(=S)N3CCCC3)ccc2nc2n1CCCCC2,1,9,10,2.4,-6,0.1,0,0,12
C(=C/c1ccnc2nc(SC/C=C/c3ccccc3)nn12)/c1ccccc1,3,1,-5,-0.1,-5,1.2,2,44,-14
O=C(NCc1cccnc1)Nc1cccc(F)c1,2,-2,-4,-0.1,-11,-0.7,3,12,2
Cc1ccc(-c2noc(CCC(=O)NCC3CCN(Cc4cccc(C)c4)CC3)n2)cc1,51*,-20,-10,0.5,16,3.5,6,-24,-20
O=C(O)C(Cc1ccccc1-c1ccccc1)C(=O)O,1,2,8,0.5,7,-0.2,5,-18,17
O=c1cc(N2CCN(Cc3ccccc3)CC2)[nH]c(=O)n1-c1cccc(C(F)(F)F)c1,-2,5,0,nt,nt,0.3,0,6,-7
CC1=CC(C)(C)n2c(O)c(N=N)c3c(C)c(C)cc1c32,2,?,14,-0.7,-13,0.0,1,15,12
CCOC(=O)c1cnn(-c2ccccc2)c1NC(=O)c1cccs1,1,2,-4,nt,nt,0.0,-2,13,12
CCOC(=O)c1sc2nc(C)nc(SC(C)C(=O)N(C)c3ccccc3)c2c1C (stereo unspecified),14,0,2,-0.4,22,0.1,-2,-3,5
O=C(NCC1CCCO1)/C(=C\c1ccc(Cl)cc1)NC(=O)c1ccccc1 (stereo unspecified),2,-24,-3,1.6,19,-0.2,-8,-15,3
COc1ccc(C(=O)N2CC3(C)C4CCC3(C)C2(C#N)C4)cc1OC (stereo unspecified),2,-16,6,-0.9,-1,0.3,-1,3,4
N#CCC(=O)Nn1c(=S)[nH]c2ccccc2c1=O,3,10,1,-0.5,0,0.4,-4,5,nt
CCSC(SCC)[C@H](O)[C@@H](O)[C@H](O)[C@H](O)CO,2,nt,0,-1.1,7,-0.4,-2,3,-1
CCOC(=O)c1c(NC(=O)C2=C(C)NC(=S)NC2c2ccccc2C(F)(F)F)sc(C)c1C (stereo unspecified),2,-12,-2,1.5,-7,0.3,3,3,8
COc1ccc(-c2noc(N(c3cccc(Cl)c3)c3nc(-c4ccc(OC)c(OC)c4)no3)n2)cc1OC,0,nt,-1,-1.1,nt,-1.6,-2,6,-1
CC(=O)N1c2ccc(S(=O)(=O)N3CCCC(C(=O)NCc4ccccc4Cl)C3)cc2CC1C (stereo unspecified),1,6,-4,-0.7,15,0.1,6,-11,0
CCn1c(SCC(=O)Nc2ccc(NC(C)=O)cc2)nc2c([nH]c3ccccc32)c1=O,2,6,-2,1.8,9,0.6,1,3,-3
Fc1ccc(Nc2nc(SCc3cccc(F)c3)nc3ccccc23)cc1,11,?,-5,0.9,nt,0.7,-2,-15,3
Cc1ccc(NC(=O)CN(C)C(=O)CCOc2ccccc2C)cc1,2,-7,0,-0.2,-2,0.0,3,7,-11
c1ccc(Cc2nc(-c3ccccn3)no2)cc1,3,-21,0,-0.5,1,-1.2,2,3,-1
CCOc1ncccc1C(=O)N(CC)CC(=O)NCc1ccc(F)cc1,10,-6,-5,-2.0,-2,-1.8,4,-3,8
CC1CC(C)CN(S(=O)(=O)c2ccc(NN)nc2)C1 (stereo unspecified),3,-12,-4,-1.3,-8,-0.4,-7,5,1
CCC(CC)C(=O)c1c[nH]c(C(=O)NCCc2ccccn2)c1,2,8,-3,-0.1,18,-1.1,-5,-18,3

# Entries of single compounds as entered above.
# `Fc1ccc(Nc2nc(SCc3cccc(F)c3)nc3ccccc23)cc1` is listed as D1 ag = 11; RXFP1 antagonist = ?; D1 potentiator = -5; D2 ag = 0.9; D2 antagonist = nt; TRHR ag = 0.7; TRHR enhancer = -2; D1 antagonist = -15; D2 potentiator = 3
# `CCC(CC)C(=O)c1c[nH]c(C(=O)NCCc2ccccn2)c1` is listed as D1 ag = 2; RXFP1 antagonist = 8; D1 potentiator = -3; D2 ag = -0.1; D2 antagonist = 18; TRHR ag = -1.1; TRHR enhancer = -5; D1 antagonist = -18; D2 potentiator = 3

# Continuation.
SMILES,D1 ag,RXFP1 antagonist,D1 potentiator,D2 ag,D2 antagonist,TRHR ag,TRHR enhancer,D1 antagonist,D2 potentiator
Cc1ccc(-n2c(N)c(C#N)c(-c3ccccc3)c(C#N)c2=O)cc1,4,-27,-5,-0.4,2,0.5,-6,-6,-4
O=C(NNS(=O)(=O)c1ccccc1)c1cnn(-c2ccccc2)c1-n1cccc1,6,5,-3,-0.7,0,0.1,6,24,-9
Cc1c(C(=O)NCc2ccc3c(c2)OCO3)oc2ccc(S(=O)(=O)N3CCCCC3)cc12,4,-1,-7,0.9,-2,0.4,6,9,1
CCOC(=O)N/N=C1\CCS(=O)(=O)c2ccc(Cl)cc21,-1,8,-1,0.5,0,-0.1,-6,5,12
Cc1ccc(N2CCN(C(=O)C3CCC(CNS(=O)(=O)c4ccc(Br)s4)CC3)CC2C)cc1 (stereo unspecified),6,-2,-3,0.0,nt,0.4,2,-1,-3
CCOC(=O)COc1cccc2c(=O)n(CC(=O)NCCc3ccc(OC)c(OC)c3)ccc12,-4,nt,-1,-0.8,-8,-0.6,3,10,1
CCc1noc(C)c1C(=O)Nc1nc(-c2cc(OC)ccc2OC)cs1,4,6,8,-1.5,-5,0.0,5,-11,-5
Cc1cc2ncc(-c3ccccc3)nc2cc1C,0,-2,-5,-0.6,-30,-0.4,3,9,-3
N#CC1=C(SCC(=O)c2ccc(Cl)cc2)NC2=C(C(=O)CCC2)C1c1ccco1 (stereo unspecified),5,-16,-8,-0.3,19,-0.1,-18,-10,-6
CC(C)NC(=O)NC(=O)COC(=O)c1ccc(NC(=O)CC#N)cc1,1,-6,-4,-0.2,8,1.1,0,0,-11
COc1ccc(-c2noc(-c3ccc(NCc4ccc(C)cc4)c([N+](=O)[O-])c3)n2)cc1OC,7,nt,1,nt,nt,0.6,-2,-68*,-16
Cc1ccc(C(=O)Nc2ccc3c(c2)OCO3)cc1Cl,2,nt,3,nt,nt,1.4,8,-16,nt
CC1CCCCC1NC(=O)COc1ccc(-n2cnnn2)cc1 (stereo unspecified),1,-8,-5,-2.1,-19,0.4,12,-7,9
CC(C)N(C(=O)Cn1c(SCC(=O)Nc2nccs2)nc2ccccc21)C(C)C,-1,-2,0,0.3,-13,0.1,-12,10,-6
COC(=O)c1ccc(N(CC(=O)NC2CCCCC2)C(=O)CNC(=O)c2ccco2)cc1,1,-21,-5,0.5,24,-0.5,-3,-12,0
CC(=O)Nc1cccc(C(=O)OC(C)C(=O)Nc2ccc(S(=O)(=O)N3CCCC3)cc2)c1 (stereo unspecified),1,nt,-3,0.1,3,0.2,3,17,9
CCC(Oc1ccccc1)C(=O)NC1C(=O)N2C1SC(C)(C)C2C(=O)O (stereo unspecified),0,-7,5,-0.2,-1,-0.2,-6,1,5
NC(=O)Nc1ccc(C(=O)OCC(=O)Nc2ccc(Cl)cn2)cc1,2,12,2,-1.2,-14,-0.2,7,-3,5
Cc1cccc2sc(N(CCCN(C)C)C(=O)c3sc4ccccc4c3Cl)nc12,4,-9,-1,nt,nt,0.9,2,15,nt
CCOC(=O)c1nnn(-c2ccc(OC)cc2)c1N,2,5,0,0.8,3,0.1,-4,-4,-7
CS(=O)(=O)Nc1ccccc1Oc1ccccc1,1,-19,13,nt,nt,-0.4,-3,-5,nt
CCS(=O)(=O)N1CC(=O)N(c2cccc(C)c2C)C(C)(C(=O)NC2CCCCC2)C1 (stereo unspecified),2,-10,-1,-0.1,nt,0.1,0,11,-2
O=C1/C(=C/c2ccccc2F)SC(=S)N1CC(=O)N1CCCCC1c1cccnc1 (stereo unspecified),3,-3,-2,0.0,-22,-0.4,-1,-10,-2
COc1ccc(OC)c(Nc2nc(-c3sc(NC(=O)CC(C)C)nc3C)cs2)c1,1,nt,-6,1.2,-7,0.5,-1,-7,1
Cc1cc(Br)cc2c(C(=O)OCC(=O)c3ccccc3)cc(-c3ccccc3)nc12,2,nt,-2,-2.3,nt,-0.9,2,-1,3
O=C(NCc1ccc(Cl)cc1)C1CCN(S(=O)(=O)c2cccnc2)CC1,1,3,-3,0.4,-7,0.0,-3,4,-5
COc1cccc(CCc2nnc(CCC(=O)NCCC3CCCCO3)o2)c1 (stereo unspecified),-1,28,-8,0.2,-6,-0.2,-5,2,-7
Cc1ccc(S(=O)(=O)N/N=C\c2ccc3c(c2)OCO3)cc1C,5,0,-1,-0.2,-10,-1.0,9,-8,-5
S=C(NCc1ccccc1)NNc1ccccc1,1,-9,-5,-1.6,1,-1.4,1,-10,0
COc1ccc2c(Cl)c(C(=O)NN)sc2c1,2,-15,-8,-2.9,-6,1.0,-11,-10,-9
Cc1c(C(=O)OCC(=O)N(C)Cc2ccc(Cl)cc2)oc2ccccc12,4,-11,-2,-0.5,19,-0.4,4,15,2
Cc1ccc(CNC(=O)c2cc(Sc3ccc(F)cc3F)nc3ccccc23)cc1,7,4,-2,-0.1,nt,1.0,-2,-13,-6
COc1cc(C(=O)Oc2cccc(Nc3ncnc4ccccc34)c2)cc(OC)c1OC,1,-30,0,0.7,-32,0.9,-4,-16,-4

# Source: PubChem (National Center for Advancing Translational Sciences (NCATS))

# Rows were taken by chance, and some 7.3% of all compounds hit somewhere here.
